Tau fibril ThT: qHTS for Inhibitors of Tau Fibril Formation, Thioflavin T Binding. hit rate 2.1% among 270,000. recombinant tau K18 P301L, heparin-induced fibrillization, ThT fluorescence. Potency, µM (highest dose often 57.4 µM), for inactives: at the top dose activity, negative = inhibition, hits mostly inhibitors; further: on the % scale 0 is the no-effect control and ±100 the full control effect; nearly all actives have a fitted effect of over 55% in size
Target sequence (P10636 561-689 P618L limits assumed): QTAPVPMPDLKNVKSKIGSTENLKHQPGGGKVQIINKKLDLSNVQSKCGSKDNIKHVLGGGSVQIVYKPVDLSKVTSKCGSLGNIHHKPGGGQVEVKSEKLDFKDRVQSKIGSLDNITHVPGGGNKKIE
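Aggregation was driven by heparin (20 uM final) acting on recombinant tau […] bearing P301L in 100 mM sodium acetate pH 7; fibrils were detected with Thioflavin T.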
HTT aggregate: qHTS Multiplex Assay to Identify Dual Action Probes in a Cell Model of Huntington: Aggregate Formation (GFP); PC12 HttQ103-GFP aggregates, Acumen cytometry, 40 h; hit rate 1.1% among 220,000; AID 1688, 2009; Potency, µM (top dose mostly 46.1 µM), without a hit: at the highest dose activity change, negative = inhibition, usual class: inhibitors; further: on the % scale 0 is the no-effect control and ±100 the full control effect; nearly all actives have a fitted effect of over 60% in size
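PC12 cells stably carrying ecdysone-inducible HTT exon 1 Q103–GFP were induced with tebufenozide (100 nM final) and treated with library compounds in titration. GFP aggregates in lysates were counted by laser scanning cytometry.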
KDM4E inh: qHTS Assay for Inhibitors of Human Jumonji Domain Containing 2E (JMJD2E). Lysine-specific demethylase 4E (Homo sapiens), B2RXH2. Potency, µM (series often up to 57.1 µM), without a hit: at the highest dose activity change, negative = inhibition, hits mostly inhibitors. hit rate 1.6% among 230,000. JMJD2E catalytic domain, FDH-coupled NADH fluorescence (FDH is formaldehyde dehydrogenase); active means well fitted inhibition curve with a large enough effect, not every such curve was filed as active; inconclusive means small, poorly fitted or top-dose-only effect, or another doubt; inactive means no such curve, though single readings can be large or run the other way;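 further: 0% = wells with enzyme and -100% = buffer wells without enzyme; nearly all actives have a fitted effect of over 50% in size; many of its hits are not listed in these tables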
Target sequence (B2RXH2 1-337 limits assumed): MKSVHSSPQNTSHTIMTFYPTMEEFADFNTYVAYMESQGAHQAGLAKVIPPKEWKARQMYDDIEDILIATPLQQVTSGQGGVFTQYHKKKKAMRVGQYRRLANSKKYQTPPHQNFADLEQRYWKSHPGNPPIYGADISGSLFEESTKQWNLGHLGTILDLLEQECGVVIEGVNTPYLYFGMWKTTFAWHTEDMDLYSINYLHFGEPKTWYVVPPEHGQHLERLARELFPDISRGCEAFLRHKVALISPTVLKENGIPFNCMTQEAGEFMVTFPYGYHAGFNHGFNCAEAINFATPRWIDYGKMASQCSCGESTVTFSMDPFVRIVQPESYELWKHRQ
Tau FP inhib: qHTS for Inhibitors of Tau Fibril Formation, Fluorescence Polarization | Microtubule-associated protein tau (Homo sapiens), P10636 | K18 P301L tau heparin fibrillization, Alexa594 FP, 6 h | Potency, µM (top dose mostly 57.7 µM), for the others: at the highest dose activity, negative = inhibition, most hits filed as inhibitors | hit rate 0.39% among 280,000; further: on the % scale 0 is the no-effect control and ±100 the full control effect; nearly all actives have a fitted effect of over 55% in size
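Steps: dispense K18 P301L tau (15 uM plus 0.24 uM Alexa 594 tracer, final) in pH 7 sodium acetate; add compound; add heparin (20 uM final); incubate 6 hr, 37 C; add ThT (30 uM final); after 1 hr ambient, read FP.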
ALDH1A1 block: qHTS Assay for Inhibitors of Aldehyde Dehydrogenase 1 (ALDH1A1); hit rate 7.3% among 220,000; Aldehyde dehydrogenase 1A1 (Homo sapiens), P00352; Purified ALDH1A1, NADH fluorescence, propionaldehyde substrate; Potency, µM (series often up to 75.3 µM), for inactives: at the highest dose activity, negative = inhibition, hits mostly inhibitors; active means well fitted inhibition curve with a large enough effect, not every such curve was filed as active; inconclusive means small, poorly fitted or top-dose-only effect, or another doubt; inactive means no such curve, though single readings can be large or run the other way;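 further: plate controls were no enzyme wells and a reference inhibitor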
Target sequence (P00352 whole entry, looked up): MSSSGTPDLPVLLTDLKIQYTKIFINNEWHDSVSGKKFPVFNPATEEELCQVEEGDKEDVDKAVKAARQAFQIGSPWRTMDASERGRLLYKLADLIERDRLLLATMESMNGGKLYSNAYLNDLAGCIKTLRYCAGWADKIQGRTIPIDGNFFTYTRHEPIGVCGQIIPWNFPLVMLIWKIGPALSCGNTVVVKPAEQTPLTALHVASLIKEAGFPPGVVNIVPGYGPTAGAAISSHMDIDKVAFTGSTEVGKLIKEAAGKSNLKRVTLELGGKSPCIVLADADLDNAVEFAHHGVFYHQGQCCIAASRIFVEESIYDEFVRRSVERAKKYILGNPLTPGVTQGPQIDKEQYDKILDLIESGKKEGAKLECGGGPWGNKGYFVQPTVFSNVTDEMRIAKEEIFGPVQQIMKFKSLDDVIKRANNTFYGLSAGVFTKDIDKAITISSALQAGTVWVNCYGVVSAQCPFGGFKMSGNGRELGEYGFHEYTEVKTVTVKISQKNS
HTT cytoprotect: qHTS Multiplex Assay to Identify Dual Action Probes in a Cell Model of Huntington: Cytoprotection (ATP) | AID 1471, 2008 | hit rate 0.14% among 230,000 | Potency, µM (doses to about 56.4 µM), for inactives: cytoprotection (ATP increase), hits mostly activators | PC12 HTT-Q103 induced, cytoprotection, ATP luminescence, 40 h;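 further: % of control where 0% means no effect; nearly all actives have a fitted effect of over 45% in size; toxic huntingtin expression switched on by the ecdysone agonist tebufenozide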
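PC12 cells with ecdysone-inducible HTT exon 1 Q103-GFP, induced with 100 nM tebufenozide and co-treated with library compounds in a dose series (1536-well, 1500 cells/well). Cytoprotection read as ATP content by ATPlite luminescence.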
Tau fluor counter: Counterscreen qHTS for Inhibitors of Tau Fibril Formation, Fluorescence Polarization; AID 1463, 2008; Potency, µM (doses to about 57.7 µM), for the others: at the highest dose activity change, negative = decrease; hit rate 0.93% among 280,000; tau K18 P301L Alexa594 fluorescence, heparin fibrillization; further: on the % scale 0 is the no-effect control and ±100 the full control effect; nearly all actives have a fitted effect of over 55% in size
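Human tau K18 P301L (15 uM unlabeled, 0.24 uM Alexa 594-labeled) in 100 mM sodium acetate pH 7 with 20 uM heparin, 6 hr at 37 C. ThT 30 uM added, 1 hr ambient; Alexa 594 FP and total fluorescence read at 555/632 nm.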
SMN2 splice enh: qHTS Assay for Enhancers of SMN2 Splice Variant Expression; HEK293 SMN2-luciferase splicing reporter, luminescence, 30-36 h; AID 1458, 2008; Potency, µM (highest dose often 46.1 µM), for the others: at the top dose activity change, positive = activation, usual class: activators; hit rate 2.8% among 210,000; further: % of control where 0% means no effect; nearly all actives have a fitted effect of over 55% in size
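HEK293 cells carry an SMN2 […]–luciferase reporter in which exon 7 inclusion puts luciferase in frame. Cells were plated 10-12 h before compound addition, then incubated 30-36 h at 37C. ONE-Glo luminescence was read; sodium butyrate at 4.5 mM final served as control.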
* hit, by the source's call; ? = inconclusive; nt = not tested or not shown; & = joins results of further samples; [ ] = another dose, or the depositor's remark. Unless noted, the call rests on the fitted dose curve; in most records, active means well fitted curve in the direction sought with a large enough effect; inconclusive means small, poorly fitted or top-dose-only effect, or another doubt; inactive means no such curve, though single readings can be large; an effect the other way counts as inactive or inconclusive. Potency means the concentration at half of the fitted maximal effect.

SMILES | Tau fibril ThT | HTT aggregate | KDM4E inh | Tau FP inhib | ALDH1A1 block | HTT cytoprotect | Tau fluor counter | SMN2 splice enh
O=C(CCC(=O)N1CCCc2ccccc21)N1CCN(S(=O)(=O)c2ccccc2)CC1 | 0% | 4% | 7% | 8% | -3% | -20%[10 µM] | 1% | -21%
CC(Sc1ccc(Cl)cc1)C(=O)Nc1ccccc1C(=O)N1CCOCC1 (stereo unspecified) | -19% | -1% | -3% | 0% | -2% | -9% | -18% | 1%
O=C1CC(Cc2ccc(Cl)cc2)C(=O)N1c1cc(Cl)ccn1 (stereo unspecified) | -9% | 7%[9.22 µM] | 6% | -3% | nt | 7%[10 µM] | -8% | nt
CCOC(=O)COc1ccc(F)cc1C(=O)c1ccn2nc(-c3ccc(Cl)cc3)cc2n1 | -4% | nt | nt | -14% | nt | nt | -8% | -5%
CCN1CCN(c2ccc(NC(=O)CCc3c(C)nc4c(-c5ccc(F)cc5)c(C)nn4c3C)cc2)CC1 | ? | ? | -8% | 2% | -9% | -141%[inhibitor] | 18µM*[quencher] | -21%
O=C1OC(c2ccccc2)=N/C1=C\N1CCCCC1 | 5% | -11% | 2% | 5% | -16% | -6% | -4% | ?
N#C/C(=C\c1ccc(Cl)cc1)c1nc(-c2cc3c(ccc4ccccc43)oc2=O)cs1 | -4% | nt | nt | -5% | nt | nt | -6% | -6%
CN(C)C(=S)NC(=O)C12CC3CC(C)(CC(C)(C3)C1)C2 | -6% | 1%[9.22 µM] | -4% | -4% | nt | 8%[10 µM] | -14% | nt
O=C(Nn1cnc2ccccc2c1=O)c1ccccc1[N+](=O)[O-] | -5% | -3% | 3% | 0% | 9% | -17% | -7% | -9%
CCCOc1ccc(N2C(=O)CC(SC(=NCC)Nc3cccc(F)c3)C2=O)cc1 (stereo unspecified) | 2% | -21% | -5% | -9% | -3% | 2%[10 µM] | -22% | 0%
COc1cc(C)ccc1OCCCOc1ccccc1Cl | ? | 3% | -2% | -7% | 5% | -13% | -18% | 13µM*
COc1ccccc1C(=O)N1CCNC(=O)C1CC(=O)Nc1cccc(C)c1 (stereo unspecified) | 1% | -6% | 1% | -4% | 6% | 29% | 2% | 5%
O=[N+]([O-])c1ccc(COc2ccc(Br)cc2CN2CCOCC2)cc1 | ? | -10% | -6% | 14% | ? | nt | -20% | -9%
O=C(c1nnc(Cc2ccc(Cl)cc2)o1)N1CCOCC1 | -5% | -8% | 10% | -8% | 2% | -9% | -6% | 0%
COC(=O)c1cccnc1Oc1ccccc1 | 5% | -2%[9.22 µM] | 4% | 7% | nt | -3%[10 µM] | 7% | nt
CCCC(=O)NC(=S)Nc1cccc2c(O)cccc12 | -10% | 10% | -3% | 8% | ? | nt | -17% | 16%
NCc1c(O)ccc2ccccc12 | ? | -2%[9.22 µM] | ? | 7% | ? | 4%[10 µM] | -19% | nt
COc1ccccc1N1CCN(C(=O)COc2ccc(Cl)cc2Br)CC1 | ? | -12% | -1% | 3% | -2% | -12% | -22% | -4%
Cc1cccc(NS(=O)(=O)c2cccc([N+](=O)[O-])c2)n1 | -7% | -5%[9.22 µM] | -21% | 0% | -10% | -7%[10 µM] | -1% | nt
Cc1ccc(-c2cc3nccc(-c4cc([N+](=O)[O-])ccc4O)n3n2)cc1 | ? | nt | nt | -8% | nt | nt | -29% | -13%
CCOC(=O)CC(NC(=O)CCc1c(C)nc2cc(-c3ccccc3)nn2c1C)c1ccc(C)cc1 (stereo unspecified) | ? | nt | nt | 7% | nt | nt | -25% | -20%
CSc1nc(-c2ccccc2)nn1C(=O)c1ccc(Cl)cc1 | -5% | -2% | 3% | 0% | ? | -60% | -7% | ?
COC(=O)c1cc(COC(=O)c2ccc3ccccc3n2)oc1C | -13% | ? | ? | 4% | ? | -5% | -6% | 29%
Cc1nn(C(=O)c2ccco2)c(C)c1Sc1ccc([N+](=O)[O-])cc1 | 2% | -21% | 4% | 3% | -2% | 16% | 0% | -11%
CCC(CC)C(=O)Nc1nc(-c2ccc3c(c2)CCN3C(=O)C2CC2)c(C)s1 | ? | ? | -6% | 14% | ? | -13% | -16% | -30%[inhibitor]

The results go on:
SMILES | Tau fibril ThT | HTT aggregate | KDM4E inh | Tau FP inhib | ALDH1A1 block | HTT cytoprotect | Tau fluor counter | SMN2 splice enh
COC(=O)c1ccc2c(c1)NC(=O)C(N1CCCC1)S2 (stereo unspecified) | -14% | ? | 6% | -2% | 0% | -1% | -11% | -8%
Fc1ccc(OCCCCCN2CCCC2)cc1 | -10% | -14% | 2% | -11% | -6% | 4% | -8% | 7%
COc1ccccc1NCC(=O)Nc1cc(S(=O)(=O)N2CCOCC2)ccc1N1CCOCC1 | -2% | 12% | 1% | -3% | -3% | -30% | -3% | -8%
Cc1ccc(NC(=O)C(=O)NCCCN2CCOCC2)cc1C | -3% | nt | nt | 5% | nt | nt | 0% | -12%
COc1ccc(S(=O)(=O)c2nnn(-c3cccc(OC)c3)c2N)cc1 | 3% | -14% | -4% | -4% | 0% | -20% | -10% | -22%
Cc1cccc(N2CCN(c3nc4ccccc4n4cnnc34)CC2)c1C | -15% | 0% | 10% | 0% | 64%[activator] | -8% | -9% | -22%
CCOC(=O)COc1ccccc1C1C(C(=O)OC)=C(C)NC2=C1C(=O)c1ccccc12 (stereo unspecified) | 14µM* | nt | nt | 11% | nt | nt | 14µM*[quencher] | 2%
CCOC(=O)c1cc2sccc2n1CC(=O)N1c2ccccc2CC1C (stereo unspecified) | 11% | 8% | 9% | 0% | 5% | -115%[inhibitor][10 µM] | 8% | -51%[inhibitor]
COc1cc(NC(=S)N2CCCC(CO)C2)c(OC)cc1Cl (stereo unspecified) | -6% | -9% | 8% | 9% | 5% | 17%[10 µM] | 2% | 19%
COc1cc(CN(C)C)cc(C=O)c1O | ? | -9%[9.22 µM] | -11% | 3% | -6% | 5%[10 µM] | 0% | nt
COC(=O)C1=C(C)N(c2ccc(OC)cc2)C(=O)/C1=C\c1cccs1 | ? | 7% | 7% | -14% | -9% | 26%[0.074 µM] | 0% | 1%
O=C(CSc1nnc(SCc2ccccc2)s1)N/N=C/c1ccc(Cl)cc1Cl | -1% | -9% | 9% | -7% | 13% | -4%[10 µM] | -6% | 7%
COc1ccc(/C(C)=N/Nc2cc(C(F)(F)F)ccc2Cl)c(OC)c1 | ? | -25% | 0% | -14% | 15% | -1%[10 µM] | -29% | -17%
CN(C)C(=O)N1CCC(C(=O)NCC2CCCO2)CC1 (stereo unspecified) | -11% | -14% | 12% | 0% | 6% | -5%[0.074 µM] | -1% | -9%
Oc1oc(-c2ccccc2)nc1/C=N/c1nccs1 | ? | 15% | 9% | -6% | -7% | 2%[10 µM] | -1% | ?
COc1cc2nc(SCC(=O)c3ccc(Br)cc3)n3nc(C)nc3c2cc1OC | 2% | ? | 0% | 5% | -7% | 12%[10 µM] | 7% | -6%
CC(NC(=O)Cc1ccc(F)cc1)c1ccc(F)cc1 (stereo unspecified) | -1% | ? | 9% | -4% | 1% | nt | -2% | -13%
Cn1nc(Oc2nc(N3CCOCC3)nc(N3CCOCC3)n2)ccc1=O | -15% | 32% | 3% | -8% | 18% | -15% | -17% | 15%
O=C(Nc1cccnc1Cl)c1ccc2c(Cl)c3c(nc2c1)CCC3 | -15% | ? | 3% | ? | -6% | -14% | -9% | ?
COc1ccc(/C=N/NC(=O)CNc2n[nH]c(=O)[nH]c2=O)cc1OC | -10% | -3% | -3% | -9% | 14% | -2%[10 µM] | -4% | 7%
Nc1ccccc1SCc1c(Cl)cccc1Cl | 3% | -12%[9.22 µM] | 5% | -6% | nt | 14%[10 µM] | -2% | nt
O=C(CC12CC3CC(CC(C3)C1)C2)N/N=C/c1ccncc1 | -8% | -3% | -17% | -4% | -3% | 14%[10 µM] | -9% | 1%
COc1ccc(N=C2NC(=O)/C(=C/c3ccc(O)c(OC)c3)S2)cc1 | 3.5µM* | -21% | 3% | 4% | 9% | 6%[10 µM] | ? | -14%
O=C(O)Cc1nn(Cc2ccc(Cl)cc2)c(=O)c2ccccc12 | 0% | -8% | -3% | -3% | 12% | 8% | 0% | nt
COC(=O)c1cnc(NNS(=O)(=O)c2ccc(C(F)(F)F)cc2)nc1C(F)(F)F | -1% | 7%[9.22 µM] | 6% | -7% | nt | -6%[10 µM] | -9% | nt

Next entries.
SMILES | Tau fibril ThT | HTT aggregate | KDM4E inh | Tau FP inhib | ALDH1A1 block | HTT cytoprotect | Tau fluor counter | SMN2 splice enh
Cc1ccc(OCc2nnc(SCC(=O)NCc3ccccc3)n2C)cc1 | -16% | -11% | 1% | -3% | -1% | 9%[10 µM] | -14% | 23%
Cc1ccccc1C(OCCN(C)C)c1ccccc1 (stereo unspecified) | -8%&-4%&-3%&-8% | 8%&-17%&-3% | ? | 2%&-5%&-10%&2% | -8%&-2%&-4%&-1% | ? | -8%&-7%&-11%&-3% | -25%&-12%&-5%&-11%
COc1cccc(/C=N/NC(=O)C(C)n2nc(C)c([N+](=O)[O-])c2C)c1O (stereo unspecified) | -11% | 16µM* | 14µM* | 11% | 16% | -62%[inhibitor][10 µM] | 2% | ?
Cc1ccc(S(=O)(=O)N2CCN(C(=O)CN3CCCCC3)C2)cc1 | -5% | 11% | 9% | 2% | -1% | -3% | 1% | 2%
CNc1c(NC(=O)c2ccc(OC)c(OC)c2)c(=O)oc2ccccc12 | -5% | nt | nt | 0% | nt | nt | -8% | 4%
COC(=O)c1ccc(NC(=O)COc2ccc(C3C(C#N)=C(N)Oc4c3ccc3ccccc43)cc2OC)cc1 (stereo unspecified) | -10% | -3% | -5% | ? | 0% | -48%[inhibitor] | -29% | -8%

This is a subset (hit frequency here may not be typical).
